Source: PubChem
ERAP1 HTS inh – human ERAP1 aminopeptidase inhibitors, primary screen, biochemical, single point, plate reader | Endoplasmic reticulum aminopeptidase 1 (Homo sapiens), Q9NZ08 | inhibition, % at 10.7 µM | actives 0.15% (n = 340,000) | recombinant ERAP1, Leu-AMC fluorescence, 60 min;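 active means mean replicate inhibition of at least 30%, or all replicates individually reaching that 30% level; inactive means mean below 30% and not every replicate reaching it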;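 further: 0% = neutral control wells and 100% = L-leucinethiol positive control wells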
ARNT TACC3 PPI – disruptors of ARNT/TACC3 protein interaction, primary screen, biochemical, AlphaScreen, single concentration; Transforming acidic coiled-coil-containing protein 3 (Homo sapiens), Q9Y6A5; AlphaScreen His-ARNT PAS-B/GST-TACC3 binding, luminescence; TACC3 fragment carries E629A point mutation; inhibition, % at 9.99 µM; actives 0.66% (n = 390,000); AID 623870, 2012;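 active means mean inhibition of replicates at least 50% and at least half of replicates each reaching 50%; inconclusive means half or more replicates reach 50% but mean below 50%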;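 further: 0% = complete ARNT plus TACC3 wells and 100% = ARNT alone without TACC3; many hits fall short of the cut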
RAD54 branch – inhibitors of human RAD54 branch migration, primary screen, biochemical, fluorescence, single point; DNA repair and recombination protein RAD54-like (Homo sapiens), Q92698; RAD54 Holliday junction branch migration, FAM/BHQ fluorescence; inhibition, % at 10.4 µM; actives 0.14% (n = 360,000); AID 602329, 2012;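 active means mean normalized replicate activity at least 40 and at least half of replicates scoring 40 or more; inconclusive means only one of the two criteria met; inactive means mean below 40 and under half of replicates reaching 40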;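 further: 0% = median of neutral control wells and 100% = median of positive control wells; inhibitors cause a drop in the FAM fluorescence signal; in these data hits start at about 50%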
esBAF inh – Bmi1 luciferase reporter increase in mESCs, primary screen, esBAF inhibitor project, mouse ES cells, Bmi1 luciferase knock-in, single point; actives 2% (n = 350,000); AID 602393, 2012; 24 h; 100% = twice the neutral-well signal; reporter increase, % at 12.5 µM; in the data active means activation above about 40%; inconclusive means no clear call, values can overlap the other calls;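 further: 0% = median of the plate's neutral control wells and 100% = double that signal; a rise in the Bmi1 reporter signal indicates esBAF inhibition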
XiGFP reactiv – activators of inactive X chromosome reactivation, primary screen, imaging, XiGFP fibroblasts, GFP high-content imaging, set 2; XiGFP mouse fibroblasts, % GFP-positive cells imaging, 3 d; cells co-treated with 5-aza-dC sensitizer; scaled so ellipticine positive control = 100%; activation, % at 7.58 µM; actives 0.055% (n = 360,000);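 active means mean normalized replicate activation at least 10% and every replicate at or above 10%; inconclusive means only one of the two criteria met; inactive means mean below 10% and not all replicates reach 10%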;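 further: 0% = median of on-plate neutral control wells and 100% = ellipticine 6 µM median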
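Material: XiGFP fibroblasts, SV40-immortalized; Buffer or medium: DMEM containing 5-aza-dC; Compound dosing: single point; Times: 3 days compound exposure.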
CFTR F508del cor – F508del CFTR correction, initial screen, CFBE line, single point; activity (quench increase), % at 7.58 µM; actives 0.36% (n = 350,000); CFBE cells, YFP halide quenching; stimulated with forskolin plus potentiator P3; % fluorescence drop versus neutral controls;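 active means mean added fluorescence quench of at least 8% versus neutral control, with both replicates also reaching 8%; inconclusive means only one of the mean or replicate conditions met; inactive means mean below 8% and not both replicates reaching 8%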;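 further: cells transiently co-express mutant CFTR-F508del with the halide-sensitive YFP; corrector assay measuring rescue of mutant channel to the surface after 24 h compound exposure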
INS-1E GSIS act – GLuc luminescence reporter in INS-1E cells, primary screen for activators of glucose-dependent secretion of insulin. INS-1E GLuc reporter insulin secretion, 2-3 h. activation, % at 16.6 µM. actives 0.61% (n = 370,000);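 active means lowest replicate activation of at least 40%, so every replicate reaches that level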;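 further: 0% = median of neutral control wells and 100% = median of IBMX positive control wells; some compounds called inactive have numbers as strong as hits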
RAD52 anneal inh – RAD52 DNA annealing inhibitors, primary screen, biochemical, FRET, single point, set 2; actives 0.46% (n = 360,000); AID 651710, 2012; DNA repair protein RAD52 homolog (Homo sapiens), P43351; inhibition, % at 18.7 µM; recombinant RAD52 DNA annealing, FRET fluorescence;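 active means every replicate showing at least 50% inhibition; inconclusive means mean inhibition at least 50% but not in every replicate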
Target sequence (P43351 whole entry, looked up): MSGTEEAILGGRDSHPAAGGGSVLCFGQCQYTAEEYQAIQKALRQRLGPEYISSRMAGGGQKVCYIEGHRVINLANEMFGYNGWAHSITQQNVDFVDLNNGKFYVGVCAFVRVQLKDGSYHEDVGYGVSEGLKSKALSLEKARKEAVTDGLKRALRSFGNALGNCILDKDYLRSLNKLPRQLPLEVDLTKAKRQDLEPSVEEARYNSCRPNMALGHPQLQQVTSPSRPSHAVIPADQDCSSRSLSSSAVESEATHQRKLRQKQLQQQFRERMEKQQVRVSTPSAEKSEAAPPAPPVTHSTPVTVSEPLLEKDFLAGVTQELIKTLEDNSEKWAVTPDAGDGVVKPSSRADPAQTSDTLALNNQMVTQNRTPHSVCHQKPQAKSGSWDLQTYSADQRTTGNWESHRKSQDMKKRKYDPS
An asterisk follows results filed as active; i = inactive; ? = inconclusive; / = not tested or not shown.

SMILES | ERAP1 HTS inh | ARNT TACC3 PPI | RAD54 branch | esBAF inh | XiGFP reactiv | CFTR F508del cor | INS-1E GSIS act | RAD52 anneal inh
O=C(Nc1cc(S(=O)(=O)N2CCOCC2)ccc1N1CCOCC1)c1ccc([N+](=O)[O-])s1 | 4 | / | -4 | -5 | 0.3 | 2.7 | -10 | -4
O=S(=O)(c1cccs1)N1CCCCN2[C@H](C1)[C@H](c1ccc(C3=CCCCC3)cc1)[C@@H]2CO | 5 | 3 | -4 | / | / | -1.3 | / | 13
CCC(=O)Nc1ccc2c(c1)OC[C@H](C)N(Cc1cncnc1)C[C@@H](C)[C@H](OC)CN(C)C2=O | -1 | -2 | -1 | 3 | 0.6 | 0.9 | -12 | -11
Cc1cccc(C(=O)NC(=S)Nc2ccc(N3CCOCC3)cc2)c1 | 0 | -1 | / | / | 0.0 | / | 6 | -19
COc1ccc(N2CCN(C(=O)C(=O)c3cc(OC)c4ccccc4c3)CC2)cc1 | / | / | / | / | 0.0 | -2.4 | -2 | -18
Cc1noc(C)c1-c1ccc(C(=O)NCCC(F)(F)F)c2occc12 | 5 | / | 6 | 0 | -0.1 | -1.5 | / | 5
CCC(=O)Nc1cccc(NC(=S)NC(=O)c2ccc(Cl)cc2)c1 | / | 1 | -5 | 61* | / | / | 15 | /
NC(=O)C1CCN(C(=O)C2CCC(=O)N(Cc3ccc(Cl)cc3)C2)CC1 (stereo not given) | -5 | -8 | -7 | -2 | -0.1 | 0.6 | 6 | -11
Cc1ccc(C(=O)NCC(=O)O)s1 | 6 | -4 | / | / | 0.0 | -0.4 | -2 | 4
CC(C)Cc1ccc(-c2cc3nc(NCCCn4ccnc4)ccn3n2)cc1 | 14 | / | -2 | 61* | 0.0 | -2.6 | -5 | -56
O=C(O)CN1C(=O)N/C(=C\c2cccn2-c2ccc(P(=O)(O)O)cc2)C1=O | 3 | -4 | 1 | -5 | 0.0 | -5.3 | 23 | -27
COCCOC(=O)c1c(NC(=O)CNc2ccc(C)c(F)c2)sc(C(N)=O)c1C | / | -8 | 1 | 2 | / | 0.2 | 2 | -9
CO[C@@H]1CN(C)C(=O)c2ccc(NC(=O)c3ccccc3)cc2OC[C@H](C)N(C(=O)CN(C)C)C[C@H]1C | 0 | -7 | 6 | -3 | 0.0 | 0.8 | 9 | 0
CC(C)[C@H](NC(=O)[C@@H]1Cc2ccccc2CN1C(=O)OC(C)(C)C)C(=O)NC1CCCC1 | 0 | -20 | 8 | -6 | 0.1 | -0.7 | 4 | -8
Clc1ccc(Cn2ncc3c(NCc4ccccc4)ncnc32)c(Cl)c1 | 7 | / | / | / | 0.1 | / | 17 | -3

Only esBAF inh and RAD52 anneal inh, for two of the compounds above:
| structure | esBAF inh | RAD52 anneal inh |
| --- | --- | --- |
| Cc1ccc(C(=O)NCC(=O)O)s1 | / | 4 |
| CC(C)Cc1ccc(-c2cc3nc(NCCCn4ccnc4)ccn3n2)cc1 | 61* | -56 |

Single records, as listed above. Order of screens: ERAP1 HTS inh, ARNT TACC3 PPI, RAD54 branch, esBAF inh, XiGFP reactiv, CFTR F508del cor, INS-1E GSIS act, RAD52 anneal inh
`O=C(O)CN1C(=O)N/C(=C\c2cccn2-c2ccc(P(=O)(O)O)cc2)C1=O` is listed as 3, -4, 1, -5, 0.0, -5.3, 23, -27
`CCC(=O)Nc1cccc(NC(=S)NC(=O)c2ccc(Cl)cc2)c1` is listed as /, 1, -5, 61*, /, /, 15, /
`O=S(=O)(c1cccs1)N1CCCCN2[C@H](C1)[C@H](c1ccc(C3=CCCCC3)cc1)[C@@H]2CO` is listed as 5, 3, -4, /, /, -1.3, /, 13
`COCCOC(=O)c1c(NC(=O)CNc2ccc(C)c(F)c2)sc(C(N)=O)c1C` is listed as /, -8, 1, 2, /, 0.2, 2, -9

(listing goes on)
SMILES | ERAP1 HTS inh | ARNT TACC3 PPI | RAD54 branch | esBAF inh | XiGFP reactiv | CFTR F508del cor | INS-1E GSIS act | RAD52 anneal inh
COCC(=O)N1C[C@H](C)[C@H](OC)CN(C)C(=O)c2ccc(NC(=O)c3ccccc3)cc2OC[C@@H]1C | 1 | -7 | 5 | -9 | 0.6 | -0.9 | 30 | 14
Cc1cc(C(=O)NN)c2cc(Br)ccc2n1 | -3 | -4 | 6 | -10 | / | -2.3 | 3 | -11
Cc1nnc(N2CCCC(C(=O)NCc3ccc(OC(C)C)cc3)C2)c2nn(-c3ccccc3)c(C)c12 (stereo not given) | 1 | -1 | -15 | -7 | 0.1 | 2.1 | 20 | i
COc1ccc(NC(=O)C2=CC(c3ccco3)=NS(=O)(=O)N2C)cc1 | 2 | 0 | -1 | 2 | 0.3 | 2.0 | 18 | -2
CN1CCN(C(=O)C[C@@H]2C=C[C@@H](NC(=O)c3ccc4c(c3)OCO4)[C@H](CO)O2)CC1 | -1 | 5 | -6 | 3 | -0.1 | 1.9 | -6 | 4
Cc1cccc(C)c1NC(=O)CN(C)C(=O)c1ccccc1OCc1ccc(F)cc1 | 1 | 23 | -2 | 2 | 0.1 | -2.6 | -17 | -5
CSc1ccc(SC2CN(Cc3ccc(C)cc3)S(=O)(=O)C2)cc1 (stereo not given) | -2 | / | / | / | 0.0 | 0.4 | 8 | -18
Cc1ccc(NC(=O)c2ncn(CCCNCc3ccccn3)n2)cc1C | -2 | 30 | 8 | -3 | -0.1 | 0.9 | 0 | -2
CN(C)S(=O)(=O)c1ccc(/C(O)=C2/C(=O)C(=O)N(Cc3cccnc3)C2c2cccs2)cc1 (stereo not given) | 2 | 0 | / | / | 0.0 | 0.5 | 4 | -20
COCCOC(=O)C1=C(C)NC(=O)NC1/C=C/c1ccccc1 (stereo not given) | 0 | / | / | / | 0.3 | 4.8 | 4 | -24
O=C(Cc1ccncc1)NCC[C@H]1CC[C@H](NC(=O)C2CCCCC2)[C@H](CO)O1 | 0 | -40 | -6 | 1 | 0.5 | -1.8 | -2 | -24
O=C(NCc1cccnc1)c1csc([C@@H]2C[C@H](O)[C@@H](CO)O2)n1 | -4 | / | 13 | -8 | 0.2 | 4.0 | 6 | -2
COc1ccccc1Cc1c(-c2ccc(F)cc2)nc2c(C)cc(Br)cn12 | / | / | -5 | -6 | 0.1 | -1.0 | -13 | -70
CS(=O)(=O)N1CCCCC1c1cc(C(=O)Nc2ccccc2)no1 (stereo not given) | -1 | / | -1 | ? | 0.1 | 0.0 | -2 | 1
Cc1cccc(C)c1OC1(c2ccccc2)OC(=O)c2ccccc21 (stereo not given) | / | -5 | 9 | -3 | / | / | -23 | /
Cc1onc(-c2ccccc2)c1C(=O)N1CCC(C)(C(=O)O)C1 (stereo not given) | 1 | / | 2 | 0 | 0.0 | -4.6 | 7 | -18
O=C(O)c1n[nH]c2c1CCCC2 | / | 3 | 10 | -4 | / | / | -6 | /
C/C(=N/NC(=O)c1ccoc1C)c1ccc(NC(=O)C2CCCC2)cc1 | -2 | 4 | / | / | -0.1 | / | / | -29
CCCC(=O)NNC(=O)CC(=O)Nc1ccccc1C(=O)O | 1 | -5 | 1 | / | -0.1 | 0.0 | 30 | -6
O=C(OCc1cccnc1)C1=Cc2ccccc2OC1 | 2 | 6 | / | / | 0.0 | 0.4 | -7 | -6
COc1ccccc1OCC(=O)Nc1ncc(C)s1 | 3 | -1 | 2 | 9 | 1.6 | -1.0 | 3 | -14
CCCc1ccc2oc(C(=O)N3CCN(C4CCS(=O)(=O)C4)CC3)c(C)c2c1 (stereo not given) | 1 | -12 | -3 | 1 | 0.0 | 0.0 | / | 5
CO[C@H]1CN(C)C(=O)c2ccc(NS(=O)(=O)c3ccc(C)cc3)cc2OC[C@H](C)N(C)C[C@H]1C | -1 | -6 | 11 | 2 | 0.1 | / | 8 | -6
CN(C)CCCNC(=O)C[C@@H]1CC[C@@H](NS(=O)(=O)c2ccccc2)[C@H](CO)O1 | -1 | -2 | 2 | -1 | 0.2 | -2.7 | 1 | -10
CN(C)CCCOC(=O)c1sc2ccccc2c1Cl | 2 | -1 | / | / | 0.0 | -1.3 | 16 | 3
COc1ccccc1CNC(=O)Cn1cnnn1 | 2 | -3 | -3 | 3 | 0.0 | 12* | / | 5
COc1cccc(/C=N/NC(=O)c2cccc3ccccc23)c1 | 1 | 2 | 2 | 7 | 0.0 | -2.7 | 16 | -7
COc1cc(C)ccc1OCc1cc(C(=O)N(Cc2c(C)nn(C)c2C)C2CC2)no1 | 2 | -1 | -7 | 61* | 0.0 | -1.7 | -5 | -15
Cc1nc(-c2ccc(NC(=O)C3CC3)cc2)cs1 | 1 | -5 | -5 | 49* | 0.1 | -2.2 | -1 | -15
COCc1cn(CC[C@H]2CC[C@H](NC(=O)Nc3ccc(OC)cc3)[C@@H](CO)O2)nn1 | -1 | -10 | -3 | 0 | -0.5 | 2.2 | 22 | -8
O=C(Oc1ccc(Br)cc1C(=S)N1CCOCC1)c1ccc([N+](=O)[O-])cc1[N+](=O)[O-] | -3 | 3 | 0 | -9 | 0.1 | -1.4 | -2 | -3
Cc1cccc(NC(=O)CSc2cccc3cccnc23)c1C | -2 | 84* | -3 | -2 | 0.0 | -2.1 | 13 | -22
Cc1ccc(C2=NOC(c3nnc(-c4ccccc4)o3)C2)cc1 (stereo not given) | / | -5 | -5 | 3 | -0.1 | 2.9 | -4 | -7
O=C(c1ccco1)N1CCN(C(=S)Nc2ccc(F)c(Cl)c2)CC1 | -2 | 3 | -27 | 3 | -0.1 | 3.0 | 9 | -14
CCC(C)Sc1nc2c(cnn2-c2ccc(C)c(C)c2)c(=O)[nH]1 (stereo not given) | 4 | 3 | -4 | 4 | 0.1 | 0.5 | 3 | -8
C[C@@H]1CN([C@H](C)CO)C(=O)Cc2cc(NC(=O)NC3CCCCC3)ccc2O[C@H]1CN(C)S(=O)(=O)c1ccc(Cl)cc1 | 3 | / | 3 | 1 | -0.2 | 1.7 | 3 | 6
OCCNNC(=S)NC1CC2C=CC1C2 (stereo not given) | -1 | 3 | / | / | 0.1 | 0.3 | -37 | -6
COCCCNC(=O)c1c[nH]c2ccc(S(=O)(=O)N3CCC(C)CC3)cc2c1=O | -1 | -18 | / | / | 0.2 | -0.9 | 24 | -22
CCn1c(=NC(=O)CSC(C)=O)sc2cc(F)ccc21 | / | -4 | -4 | -6 | / | / | -5 | /

An unsorted share of the library; about 3.3% have a hit in one of these screens.
